Source: PubChem BioAssay
IMPase cell inh – membrane-permeable compound that blocks inositol monophosphatase | P97697 | CHO-M1 cells, IP1 accumulation, HTRF TR-FRET ratio | inhibition (IP1 accumulation), % at 46.1 µM | 120,000 tested, under 10 active | AID 901; active = well fitted curve in the direction sought with a large enough effect in the signal ratio, not every such curve was filed as active; inconclusive = small, poorly fitted or top-dose-only effect, or a change in a side signal; inactive = no such curve, though single readings can be large or run the other way; the % refers to the signal ratio;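 note: cells stimulated with carbachol in lithium chloride buffer; plate controls were DMSO basal wells for no effect and reference inhibitor wells for full effect; higher means more IMPase inhibition seen as more IP1 and lower FRET ratio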
Target sequence (P97697 whole entry, looked up): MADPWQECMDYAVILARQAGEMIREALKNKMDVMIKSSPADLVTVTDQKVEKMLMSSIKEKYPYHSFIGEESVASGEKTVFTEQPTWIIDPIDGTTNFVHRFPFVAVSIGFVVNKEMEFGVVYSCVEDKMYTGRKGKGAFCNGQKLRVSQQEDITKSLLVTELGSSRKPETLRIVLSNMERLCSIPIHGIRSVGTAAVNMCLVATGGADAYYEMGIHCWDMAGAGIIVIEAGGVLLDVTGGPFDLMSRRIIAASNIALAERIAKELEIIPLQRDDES
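CHO-M1, 2000 cells/well, cultured 16–30 h; cpd up to 46 uM; carbachol (50 uM solution, stimulation buffer w/ 50 mM LiCl, pH 7.4), 30 min 37C; IP-One TR-FRET, 10 min RT; Ex 320/Em 665, 620; Hill-fit AC50.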
12-hLO inh – blocks human 12-lipoxygenase activity | P18054 | Potency, µM (top dose mostly 57.1 µM), without a hit: at the highest dose activity change, negative = inhibition, most hits filed as inhibitors | AID 1452 | purified 12-hLO, xylenol orange hydroperoxide absorbance | 0.12% of 150,000 active; note: potency is the fitted concentration of half-maximal effect; nearly all actives have a fitted effect of over 55% in size; many of its hits are not listed in these tables
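Xylenol orange chromogenic assay: hydroperoxide from 12hLO oxidises Fe(II), giving red-shifted Fe(III)-XO absorbance. Conditions: 150 nM enzyme, 40 uM arachidonic acid, 25 mM Hepes pH 7.0, 0.01% Triton X-100, 30 min, room temperature.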
15-hLO-2 inh – inhibitors of human 15-lipoxygenase 2 (ALOX15B); O15296; purified 15hLO-2, xylenol orange hydroperoxide absorbance; Potency, µM (doses to about 57.1 µM), for the others: at the top dose activity change, negative = inhibition, most hits filed as inhibitors; 0.56% of 110,000 active; note: potency is the fitted concentration of half-maximal effect; nearly all actives have a fitted effect of over 60% in size; many of its hits are not listed in these tables
Target sequence (O15296 whole entry, looked up): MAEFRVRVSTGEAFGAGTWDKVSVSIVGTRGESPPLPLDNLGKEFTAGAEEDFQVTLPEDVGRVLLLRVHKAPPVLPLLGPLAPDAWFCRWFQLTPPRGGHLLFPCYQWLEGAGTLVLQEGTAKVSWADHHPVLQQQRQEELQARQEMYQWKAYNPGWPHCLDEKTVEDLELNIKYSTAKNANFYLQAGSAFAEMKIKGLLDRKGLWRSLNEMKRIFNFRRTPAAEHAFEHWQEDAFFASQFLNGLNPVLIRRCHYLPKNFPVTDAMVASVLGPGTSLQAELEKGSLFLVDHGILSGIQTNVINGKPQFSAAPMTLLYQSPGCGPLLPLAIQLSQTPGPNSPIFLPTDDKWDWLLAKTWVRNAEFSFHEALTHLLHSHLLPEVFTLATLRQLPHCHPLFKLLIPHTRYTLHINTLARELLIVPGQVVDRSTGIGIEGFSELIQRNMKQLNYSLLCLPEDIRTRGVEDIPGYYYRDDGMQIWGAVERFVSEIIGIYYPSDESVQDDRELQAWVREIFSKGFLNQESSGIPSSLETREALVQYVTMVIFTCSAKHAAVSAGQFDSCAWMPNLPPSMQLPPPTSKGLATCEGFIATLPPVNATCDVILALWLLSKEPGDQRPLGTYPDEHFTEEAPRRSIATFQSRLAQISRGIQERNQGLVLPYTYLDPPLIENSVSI
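Read-out: hydroperoxide product oxidises ferrous iron, measured as xylenol orange complex via the 573-to-405 nm absorbance ratio after 30 min. Reaction: 50 nM enzyme, 15 min compound preincubation, 45 uM arachidonic acid, 90 min RT, Hepes pH 7.5 with Triton X-100.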
PNC inhibitor – perinucleolar compartment assembly inhibition; PC3M PTB-GFP, PNC prevalence imaging, 16 h; active compounds read low; activity change (PNC), negative = inhibition, % at 10 µM; 3.1% of 140,000 active;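 active = readout at or below -70, meaning at least 70% loss of cells showing the perinucleolar compartment, a nuclear body marking cancer cells; inconclusive = readout between -30 and a set limit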;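 note: plate controls were DMSO wells for no effect and camptothecin positive control wells for full effect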
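Compounds are pinned in duplicate onto adhered PC3M cells stably expressing GFP-tagged PTB and incubated 16 h at 37 C. Cells are then fixed, nuclei stained with Hoechst, and PNC-positive cells counted.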
Starred values were filed as active, the others as inactive; ? = inconclusive; . = not tested or not shown; & = joins results of further samples; [ ] = dose if it differs, or a comment. Unless noted, calls come from the whole dose curve; as a rule, active = well fitted curve in the direction sought with a large enough effect; inconclusive = small, poorly fitted or top-dose-only effect, or another doubt; inactive = no such curve, though single readings can be large; an effect the other way counts as inactive or inconclusive. Unless noted, % is set by controls: 0 for no effect and ±100 for the full control effect.

cpd	Molecule	12-hLO inh	IMPase cell inh	15-hLO-2 inh	PNC inhibitor
1	Cc1ccc(Cl)cc1N1CCN(C(=O)C2CCN(c3nnc(-n4cccc4)s3)CC2)CC1	-3%	9	-4%	?
2	Cc1[nH]c(=O)[nH]c(=O)c1NC(=O)CSc1ncccc1-c1nc2ccccc2[nH]1	-2%	-16	2%	-11
3	O=c1cc(CSc2nnc3ccccn23)c2c(ccc3ccccc32)o1	-5%	.	.	-15
4	O=C1OC(c2ccc3c(c2)OCO3)N(C(=O)c2ccc(Cl)c(Cl)c2)c2ccccc21 (stereo not drawn)	-1%	3	-10%	?
5	Cc1c(Cl)cnc(NC(=O)COC(=O)c2cc3c(s2)CCC(C)C3)c1Cl (stereo not drawn)	-1%	-9	.	62
6	O=[N+]([O-])c1cccc(/C=C/c2nc(C=Nc3ccccc3)c(O)o2)c1	-2%	0	-5%	9
7	CCS(=O)(=O)N1CCc2cc(OC)c(OC)cc2C1	1%	7	.	4
8	Cc1cc(C)c(S(=O)(=O)c2ccccc2C)c(N(C)C)n1	-1%	19	.	-21
9	Cc1nn(-c2ccccc2)c(Cl)c1/C=C/C(=O)c1ccc(O)cc1	-2%	3	.	-92*
10	C/C(CC(=O)Nc1ccc(N(C)C)cc1)=N\NC(=O)Cc1csc(N)n1	1%	.	.	?

PNC inhibitor, hit marks shown above.
cpd	Molecule	12-hLO inh	IMPase cell inh	15-hLO-2 inh	PNC inhibitor
9	Cc1nn(-c2ccccc2)c(Cl)c1/C=C/C(=O)c1ccc(O)cc1	-2%	3	.	-92*

Some of these compounds in order of the 15-hLO-2 inh value, falling.
cpd	Molecule	12-hLO inh	IMPase cell inh	15-hLO-2 inh	PNC inhibitor
2	Cc1[nH]c(=O)[nH]c(=O)c1NC(=O)CSc1ncccc1-c1nc2ccccc2[nH]1	-2%	-16	2%	-11
1	Cc1ccc(Cl)cc1N1CCN(C(=O)C2CCN(c3nnc(-n4cccc4)s3)CC2)CC1	-3%	9	-4%	?
6	O=[N+]([O-])c1cccc(/C=C/c2nc(C=Nc3ccccc3)c(O)o2)c1	-2%	0	-5%	9

(continued)
cpd	Molecule	12-hLO inh	IMPase cell inh	15-hLO-2 inh	PNC inhibitor
11	CCN1CCN(C(=O)NC(C(=O)NC2C(=O)N3C2SC(C)(C)C3C(=O)O)c2ccccc2)C(=O)C1=O (stereo not drawn)	-4%	.	6%	.
12	CCN(CC)c1ccc(NC(=O)CN2C(=O)CSc3ncccc32)c(C)c1	5%	30	14%	-12
13	c1ccc(CNc2ncnc3ccccc23)cc1	-1%	7	8%	6
14	c1ccc(-c2nccc(-c3ccc(-n4cnc5ccccc54)cc3)n2)cc1	-4%	3	-4%	28
15	Clc1ccc(COn2c(-c3ccc(Cl)cc3Cl)nc3ncccc32)cc1	-9%	10	-5%	42
16	Cc1nn(-c2ccccn2)c(C)c1Oc1ccccc1O	7%	9	-6%	-21
17	COc1ccc(S(=O)(=O)N2CC(O)CC2C(=O)OCc2nc3sc(C)c(C)c3c(=O)[nH]2)cc1 (stereo not drawn)	1%	.	.	?
18	O=C(NC1CCCC1)C(c1cccnc1)N(C(=O)c1csnn1)C1CC1 (stereo not drawn)	-3%	13	-4%	27
19	S=c1[nH]ccn1-c1cccc(Cl)c1	-5%	.	.	-9
20	CCOc1ccc(NC(=O)CNC(=O)c2ccc(OC)c(OC)c2)cc1	-5%	-14	1%	19
21	CCCNC(=O)c1ccccc1NC(=O)CN(c1ccccc1OCC)S(C)(=O)=O	8%	10	1%	15
22	COc1cccc(-c2nc(CC(=O)O)cs2)c1OC	3%	-4	-1%	-28
23	CC(C)c1ccc(NCCC(=O)c2ccc(Br)cc2)cc1	1%	0	.	?
24	COC(=O)[C@@]1(Cc2ccc(F)cc2)[C@H]2c3cc(C(=O)N(C)C)n(Cc4ccccn4)c3C[C@H]2CN1C(=O)c1ccccc1	0%&2%	.	-5%	4
25	O=C(/C=C/c1ccccc1)NC(=S)Nc1ccc(N2CCOCC2)c(Cl)c1	-10%	9	-12%	21
26	Cc1cccc(C)c1NS(=O)(=O)c1ccc(F)cc1	-4%	2	-5%	27
27	COc1nc(NCCO)nc(Nc2ccc([N+](=O)[O-])cc2)n1	-6%	1	.	22
28	COc1cccc(Cn2c(NCc3ccco3)nc3c2c(=O)n(C)c(=O)n3C)c1	1%	4	-6%	-9
29	Nc1cc(=O)nc(SCc2ccccc2)n1Cc1ccco1	6%	13	14%	-22
30	COc1ccc(CCNC(=O)CSc2nnnn2-c2ccccc2)cc1	-6%	2	-3%	19
31	CCOC(=O)c1[nH]c(C)c(C(=O)Nc2ccc(Cl)cc2)c1C	-6%	-2	.	-11
32	c1ccc2nc3ccccc3nc2c1	-2%	.	.	-16
33	COc1ccccc1C1CC(c2cccs2)=Nc2ccccc2S1 (stereo not drawn)	-13%	6	-14%	13
34	CCOC(=O)C1(C)/C(=N/Nc2ccc(Cl)cc2)C(=O)C(=O)N1c1ccccc1 (stereo not drawn)	?	5	?	?
35	CCOC(=O)N1CCC(NC(=O)c2cn(-c3ccc(OC)cc3)c(=O)c3ccccc23)CC1	0%	1	-1%	-16
36	N/C(=N\OC(=O)CCCN1C(=O)c2ccccc2C1=O)c1ccc(Cl)cc1	8%	3	?	?
37	CCN(Cc1ccccc1)C(c1ccncc1)c1nnnn1C(C)(C)C (stereo not drawn)	2%	?	.	63
38	NC(=O)C1CC(=O)N(Cc2ccc3c(c2)OCO3)C(=Nc2ccccc2)S1 (stereo not drawn)	-10%	-9	-6%	-22
39	CC1(C)CC(=O)C2=C(C1)OC(N)=C(C#N)C21C(=O)N(CN2CCOCC2)c2ccccc21 (stereo not drawn)	2%	-23	10%	42
40	Cc1ccc([N+](=O)[O-])cc1NC(=O)CN1CCC(C)CC1	-1%	-9	-7%	-22
41	Cc1ccc(C(O)(C(=O)NN(C(=O)c2ccccc2)c2ccccc2)c2ccc(C)cc2)cc1	4%	4	.	13
42	O=C(CN1C(=O)S/C(=C\C=C\c2ccccc2)C1=O)Nc1cccc(O)c1	-4%	5	.	-18
43	N#Cc1c(N2C(=O)Nc3ccccc3N2O)sc2c1CCCCCC2	1%	.	.	5
44	CCC(Oc1ccccc1)C(=O)Nc1cc(C)on1 (stereo not drawn)	-2%	0	-7%	-17
45	CC(C)NC[C@H](O)c1ccc(O)c(O)c1	-5%	0	?	.
46	Cc1ccccc1OCC(=O)N/N=C/c1cn(Cc2ccccc2)c2ccccc12	4%	10	.	18
47	Cc1ccc(NC(=O)c2ccc(S(=O)(=O)N3CCCCC3)cc2)cc1	-2%	2	5%	17
48	Cc1cc(NC(=O)c2ccc(Cl)cc2)n(CCOC(=O)c2ccc(Cl)cc2)n1	-3%	0	.	-16
49	COc1ccc(CCNc2nc(-c3sc(C)nc3C)cs2)cc1OC	-21%	9	-13%	17
50	COC(=O)c1cccc(NC(=O)/C=C/c2cccc([N+](=O)[O-])c2)c1	6%	2	-13%	68
51	O=C(CN1C(=O)COc2ccccc21)Nc1ccc(F)cc1	-20%	9	17%	?
52	OC1CCCC1	0%	.	-9%	.
53	O=C(COC(=O)CNC(=O)c1cccc([N+](=O)[O-])c1)Nc1cccc(S(=O)(=O)N2CCCC2)c1	-2%	-5	.	-6
54	CCN(CC)S(=O)(=O)c1cccc(-c2nnc(SCC(=O)NCCC3=CCCCC3)n2N)c1	-6%	5	3%	-17
55	CC(=O)n1nc(-c2ccco2)nc1SCc1ccccc1	-1%	-2	.	-7
56	CCOC(=O)CSc1nnc(C)c(=O)[nH]1	-1%	12	-2%	?
57	CCO/C=C1\C(=O)N(CC)c2ccccc21	-7%	-10	.	?
58	O=C(CSc1nnnn1C1CCCCC1)NCCc1ccccc1	-4%	4	9%	?
59	Cn1c2c(c(=O)[nH]c1=O)C(NC(=O)c1ccco1)(C(F)(F)F)C(=O)N2 (stereo not drawn)	-1%	-3	0%	11
60	Cc1ccc(-c2nc(NC(=O)c3nn(C)cc3[N+](=O)[O-])sc2C)cc1C	2%	2	-1%	?

Further compounds:
cpd	Molecule	12-hLO inh	IMPase cell inh	15-hLO-2 inh	PNC inhibitor
61	CCCCCn1c(N(C)Cc2ccccc2)nc2c1c(=O)[nH]c(=O)n2C	-11%	0	-13%	?
62	O=C1c2ccccc2NC(c2ccccn2)N1c1ccc(Cl)cc1 (stereo not drawn)	-14%	2	1%	30
63	CCCCNc1nc2ccccc2n1CC(=O)N1CCc2ccccc2C1	9%	4	25%	27
64	Cc1ccc(/C=N/NC(=O)C(NC(=O)c2ccccc2)c2n[nH]c(=O)c3ccccc23)cc1 (stereo not drawn)	-12%	?	-11%	-23
65	COc1ccc(C(c2c(O)nc(SC)n(C)c2=O)c2c(O)nc(SC)n(C)c2=O)cc1O	-7%	.	.	?
66	CCOC(=O)Nc1sc(NS(=O)(=O)c2ccccc2)nc1C	-1%	1	-5%	-3
67	Cc1cc(Oc2ccccc2)nc(OCC#N)n1	11%	12	-2%	13
68	O=C(NCc1ccco1)c1ccc2c(=O)n(CCC3=CCCCC3)c(=O)[nH]c2c1	-4%	3	-10%	-27
69	Cc1ccnc(NC(=O)CCC(=O)N(CC(=O)NCCc2ccccc2)Cc2ccco2)c1	-6%	20	-6%	4
70	CSc1nc(-c2ccc(F)cc2)cc(=O)[nH]1	-4%	.	.	?
71	COc1cccc2sc(NNC(=O)c3nc4ccccc4s3)nc12	-3%	.	.	56
72	CC(C)(C)NC(=O)CN(C(=O)CS(=O)CC(=O)Nc1ccc(F)cc1)c1ccc(Cl)cc1 (stereo not drawn)	3%	9	3%	?
73	CS(=O)(=O)Nc1ccc(C(=O)N2CCN(c3ccccc3F)CC2)cc1	-3%	3	1%	36
74	Oc1cccc2ccc(SSc3ccc4cccc(O)c4n3)nc12	?	.	?	.
75	COCCn1c(C23CC4CC(CC(C4)C2)C3)n[nH]c1=S	-17%	-10	-10%	3
76	Cc1noc(C)c1S(=O)(=O)NCCCN1CCN(Cc2ccccc2)CC1	-2%	?	2%	?
77	O=C(/C=C/c1c(F)cccc1Cl)c1ccc(F)cc1	?	8	-3%	60
78	CN1C(=O)CC(N2CCN(CC(N)=O)CC2)C1=O (stereo not drawn)	1%	?	-6%	-26
79	COc1cc(/C=N/Nc2ncc(C(F)(F)F)cc2Cl)cc(OC)c1O	-8%	.	.	-16
80	CC(C)=C[C@H]1[C@@H](COC(=O)c2ccccc2Cl)C1(C)C	0%[11.4 µM]	.	-3%[11.4 µM]	.
81	Cc1c(NCc2nc3ccccc3[nH]2)c(=O)n(-c2ccccc2)n1C	0%	?	2%	50
82	O=C(NCCc1cccc(F)c1)/C(=C/c1cccnc1)NC(=O)c1ccccc1	3%	5	.	28
83	CC(OC(=O)Cc1c(F)cccc1Cl)C(=O)NCCC1=CCCCC1 (stereo not drawn)	-4%	.	.	-26
84	CCOc1ccc(N2C(=O)c3cccnc3C2Nc2ccc(C)c(C)c2)cc1 (stereo not drawn)	-8%	-1	-7%	-2
85	COc1cc(CNCCc2c[nH]c3ccccc23)ccc1OCc1ccc(F)cc1	-5%	-8	46%[activator]	13
86	Cc1ccc(Cl)c(OCC(=O)OCC(=O)NC2CCCc3ccccc32)c1 (stereo not drawn)	0%	-6	.	49
87	CCOc1ccc(-c2nc(N)ncc2Oc2ccccc2Br)c(O)c1	-14%	2	6%	53
88	CCNC(=O)/C=C1\NC(C)(C)Cc2c1ccc1ccccc21	-11%	-4	4%	-12
